High-throughput results: PubChem BioAssay, several laboratories
Rad51 HR inh = blocks human Rad51 in homologous recombination; Q06609; hRad51 DNA strand exchange, fluorescence dequenching; inhibition, % at 10 µM; hit rate 0.085% among 200,000;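 active = inhibition above 40% at the single screening dose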;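 note: 0% = DMSO control wells and 100% = blanks with heterologous ssDNA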
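Material: hRad51 filaments on single-stranded DNA; Reagent: Donor/quencher-labelled 47-bp dsDNA substrate; Compound: 10 µM final, single point; Schedule: 37 °C 15-min filament assembly, 30-min compound preincubation, 15-min exchange; Technique: FRET fluorescence, excitation 485 nm, emission 520 nm; Benchmarks: control wells and blank wells on each plate.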
Calpain2 inh = inhibitors of pig calpain II; purified calpain II, fluorogenic peptide substrate, 30 min; inhibition, % at 16 µM; hit rate 0.37% among 220,000;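 active = inhibition above about 50%, limit read from the data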
Cl transport mod = modulators of human KCC2 chloride dependent transport | Q9H2X9 | KCC2 cells, thallium flux FluoZin-2 fluorescence | B-score of Tl+ flux slope (higher = more flux/activation; lower = inhibition) at 10 µM | hit rate 2.2% among 190,000;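 active = thallium flux slope and its plate-corrected score both differing from the plate sample mean at a set confidence after two filtering rounds, in either direction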;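 note: slope of fluorescence scaled to starting intensity during 10 to 20 s after thallium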
Furin inh = blocks human furin protease activity; P09958; purified furin, fluorogenic substrate cleavage; inhibition, % at 30 µM; hit rate 0.061% among 220,000; in the data active = inhibition above about 25%; note: inactives centre near -15
Thrombin inh = blocks human thrombin protease activity | P00734 | hit rate 0.26% among 220,000 | AID 1046 | alpha-thrombin, Boc-VPR-AMC fluorogenic substrate cleavage | inhibition, % at 5 µM;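 active = inhibition at or above 40%; inactive = inhibition below 40%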;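 note: 0% = enzyme with no compound and 100% = wells without enzyme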
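Assay system: human alpha-thrombin enzyme. Reagent: Boc-VPR-AMC substrate, 15 µM final. Compound dosing: one concentration per compound, 5 µM, with 0.2% DMSO. Incubation: room-temperature reaction. Technique: AMC fluorescence, 355/460 nm. Measure: % inhibition relative to enzyme controls and enzyme-free blanks.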
FXIIa inh 1536 = blocks human coagulation factor XIIa protease activity. hit rate 0.3% among 220,000. inhibition, % at 5 µM. purified FXIIa, Boc-QGR-AMC fluorogenic substrate, 2 h. P00748; in the data active = inhibition above about 40%;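 note: 0% = enzyme with no compound and 100% = blank without enzyme; many of its hits are not listed in these tables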
Target sequence (P00748 20-372 limits assumed): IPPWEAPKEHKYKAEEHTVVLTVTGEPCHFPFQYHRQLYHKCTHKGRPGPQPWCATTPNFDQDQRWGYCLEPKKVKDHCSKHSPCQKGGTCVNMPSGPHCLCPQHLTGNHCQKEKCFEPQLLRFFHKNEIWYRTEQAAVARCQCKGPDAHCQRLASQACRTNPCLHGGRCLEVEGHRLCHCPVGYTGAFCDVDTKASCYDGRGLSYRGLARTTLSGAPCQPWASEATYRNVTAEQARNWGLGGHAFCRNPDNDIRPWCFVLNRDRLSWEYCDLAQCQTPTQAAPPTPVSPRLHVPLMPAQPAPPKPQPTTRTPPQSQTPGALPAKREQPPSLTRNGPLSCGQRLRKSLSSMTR
Target sequence (P00748 373-615 limits assumed): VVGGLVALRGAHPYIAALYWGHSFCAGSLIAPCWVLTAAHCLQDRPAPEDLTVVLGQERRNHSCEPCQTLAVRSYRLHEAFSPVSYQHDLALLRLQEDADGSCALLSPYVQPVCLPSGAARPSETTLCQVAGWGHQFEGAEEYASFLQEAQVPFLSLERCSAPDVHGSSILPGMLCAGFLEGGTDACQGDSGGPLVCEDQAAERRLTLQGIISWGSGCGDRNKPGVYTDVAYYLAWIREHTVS
KLK5 inh = inhibitors of human kallikrein 5. recombinant hK5, fluorogenic AMC substrate cleavage. inhibition, % at 5 µM. hit rate 0.59% among 210,000. AID 873;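 active = inhibition of 40% or more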;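 note: 0% = enzyme controls without compound and 100% = no-enzyme blanks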
Target sequence (Q9Y337 67-293 limits assumed): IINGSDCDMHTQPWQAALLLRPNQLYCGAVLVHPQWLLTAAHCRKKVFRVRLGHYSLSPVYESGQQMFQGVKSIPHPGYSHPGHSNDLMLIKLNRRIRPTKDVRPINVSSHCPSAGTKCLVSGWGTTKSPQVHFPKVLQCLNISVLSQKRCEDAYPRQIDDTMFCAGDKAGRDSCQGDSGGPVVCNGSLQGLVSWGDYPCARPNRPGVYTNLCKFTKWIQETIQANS
PERK inh = inhibitors of human PERK kinase; hit rate 0.17% among 220,000; inhibition, % at 5.6 µM; Q9NZJ5; CHO PERK-DD fusion, SEAP luminescence translation reporter;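 active = inhibition above the mean inhibition of all tested compounds plus 3 SD, set separately per screening campaign, cut at about 2.9% in these data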;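 note: PERK kinase domain activated by AP20187 dimerizer at 100 nM; 0% = DMSO with dimerizer and 100% = rapamycin at 8.4 µM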
FXIa inh 1536 = factor XIa (human) inhibition | P03951 | purified FXIa, Boc-Glu-Ala-Arg-AMC fluorogenic substrate | inhibition, % at 5 µM | hit rate 0.14% among 220,000 | AID 798;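 active = inhibition of at least 40%; inactive = inhibition below 40%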;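 note: fluorescence of freed AMC excited at 355 nm; 0% = enzyme without compound and 100% = no enzyme blank; many of its hits are not listed in these tables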
Active calls of the source: *; i = inactive; . = not tested or not shown; [ ] = remark or other dose. This is a subset; count on the stated rates, not on these rows.

| nr | structure | Rad51 HR inh | Calpain2 inh | Cl transport mod | Furin inh | Thrombin inh | FXIIa inh 1536 | KLK5 inh | PERK inh | FXIa inh 1536 |
| --- | --- | --- | --- | --- | --- | --- | --- | --- | --- | --- |
| 1 | CC(O)C(NS(=O)(=O)c1ccc(Cl)cc1)C(=O)OCc1nnc(-c2ccccc2)o1 (stereo not drawn) | 4 | 11 | 0.93 | -4[20 µM] | 6 | 29 | 17 | 0.9 | -2 |
| 2 | CCOC(=O)N1CCN(C(=S)Nc2cccc(C)c2C)CC1 | -7 | -29 | 0.31 | -16 | -7 | 10 | -10 | 0.5 | 5 |
| 3 | OCCC1CN(Cc2ccc(-n3cccn3)cc2)CCN1Cc1ccccc1 (stereo not drawn) | . | 18 | -0.068 | -17 | -2 | 5 | . | 1.4 | 0 |
| 4 | CCOc1nc(-c2ccccc2Cl)ccc1C#N | 0 | 0 | . | -22[20 µM] | -6 | 5 | -6 | 0.8 | -5 |
| 5 | CCc1nc(SCC(=O)NCc2ccc(F)cc2)c2c(=O)n(C)c(=O)n(C)c2n1 | . | -30 | . | -35 | -3 | 6 | -5 | -0.3 | -2 |
| 6 | Cc1ccsc1/C=C(\C#N)C(=O)NC1CCS(=O)(=O)C1 (stereo not drawn) | -3 | 3 | 1.5 | 7 | -2 | 4 | -4 | 0.6 | 3 |
| 7 | C=CCNS(=O)(=O)c1nc(C)c(Cl)c(C)c1C#N | -5 | -29 | 0.42 | -16 | 5 | 11 | -4 | 0.5 | -1 |
| 8 | Cc1ccccc1C(=O)NC1CCN(Cc2nnnn2Cc2ccc(F)cc2)CC1 | 4 | -5 | -0.19 | -22 | -18 | 7 | -12 | 0.1 | -7 |
| 9 | CCOC(=O)CSc1nc2cc(C(F)(F)F)cnc2n1C | 21 | -11 | 0.0054 | -29 | -2 | 4 | 2 | 2.0 | 9 |
| 10 | CCCOc1c(Cl)cc(/C=N/O)cc1OCC | 6 | -14 | -1.7 | -5[20 µM] | -3 | 13 | 3 | 0.3 | -1 |
| 11 | CCN(CC)S(=O)(=O)c1ccc(Br)c(OC)c1 | -13 | -15 | . | -24[20 µM] | -6 | -4 | -3 | 0.2 | -3 |
| 12 | COc1nc(SC)nc(Cl)c1Cc1ccc(OC(C)C)cc1 | 4 | 5 | -0.4 | -3 | 2 | 20 | -4 | 1.7 | 21 |
| 13 | Cc1ccccc1C(=O)NC(=S)Nc1ccccc1N1CCCC1 | 33 | 11 | 11* | -16 | -5 | 3 | -9 | 0.2 | -6 |
| 14 | O=[N+]([O-])c1ccc(Sc2ccccc2)nc1 | . | 24 | -0.41 | -7 | -1 | 8 | -10 | 0.9 | 6 |
| 15 | O=c1[nH]nc(-c2ccccc2)c2ccccc12 | . | 28 | 0.16 | -8 | -6 | 3 | -7 | 0.7 | -1 |
| 16 | CCC(C)NC(=O)C1(NC(=O)Nc2ccccc2)CCCCC1 (stereo not drawn) | -1 | 27 | -0.5 | -10 | -16 | 7 | 2 | 0.4 | -6 |
| 17 | CS(=O)(=O)N(CC(=O)N1CCCCCC1)c1ccccc1 | -1 | -8 | -1 | -1[20 µM] | -3 | 10 | -2 | 1.2 | 1 |
| 18 | Cn1c(=O)cc(SCC(=O)NCCC2=CCCCC2)c2cc(Cl)ccc21 | -19 | -16 | -2.7 | -6 | -4 | 5 | -6 | 0.7 | 3 |
| 19 | COc1cc([N+](=O)[O-])c(C(=O)N2CCOCC2)c([N+](=O)[O-])c1 | -46 | -5 | 1.6 | -15 | 0 | 11 | -2 | 0.7 | 8 |
| 20 | CCOC(=O)C1CCCN(Cc2cc(Br)c(OC)cc2OC)C1 (stereo not drawn) | 3 | -3 | -2.4 | -14[20 µM] | -1 | 22 | -26 | -1.1 | 20 |
| 21 | COc1cccc(-c2csc(NC(=O)C3CC3)n2)c1 | 5 | 9 | -0.068 | -17 | 3 | 15 | -8 | 0.0 | 5 |
| 22 | CC1CN(c2nnc(NC(=O)c3ccccc3)s2)CC(C)O1 (stereo not drawn) | 6 | 18 | 1.1 | -15 | -26 | 8 | -3 | 0.1 | 20 |
| 23 | CC(Oc1ccc(F)cc1)C(=O)Nc1ccc2ccccc2c1 (stereo not drawn) | -1 | 10 | . | -10[20 µM] | -3 | 11 | -13 | -0.4 | 3 |
| 24 | Cc1ccc(-c2cnc3cc(C)nn3c2)cc1 | -1 | 12 | 1.1 | -18 | 0 | 4 | 0 | 1.0 | -1 |
| 25 | CC1=C(C(=O)OCC(C)C)C(c2cccs2)NC(=S)N1 (stereo not drawn) | -7 | 6 | 0.13 | -12 | 4 | 11 | -1 | -0.8 | 9 |
| 26 | CCOc1ccc(-c2c(C(=O)N/N=C/c3ccc(C)cc3)nnn2-c2nonc2N)cc1 | . | 2 | 0.89 | -22 | -4 | 6 | 1 | -1.0 | 3 |
| 27 | CCCNC(=O)COC(=O)c1cccnc1Nc1ccccc1F | 16 | 27 | 1.5 | -2 | -2 | 9 | -13 | 0.6 | 2 |
| 28 | O=C(c1c[nH]c(C(=O)N2CCN(c3ccccc3F)CC2)c1)c1cccc(Cl)c1Cl | 0 | -31 | 0.19 | -15 | 2 | 4 | -9 | 0.6 | -4 |
| 29 | CCSc1nnc(NC(=O)c2ccc3ccccc3n2)s1 | 2 | 23 | 36* | -11[20 µM] | 8 | 5 | -1 | -1.7 | -4 |
| 30 | COc1cc(OC)c(-c2c3cc(O)c(=O)cc-3oc3cc(O)c(O)cc23)cc1OC | i | -15 | i | -9 | 0 | 13 | -32 | -0.2 | 8 |
| 31 | CCOC(=O)c1ccc(S(=O)(=O)N2CCN(CC(=O)NC(=O)NC3CCCCC3)CC2)cc1 | . | -33 | 0.0044 | -10 | -13 | -1 | -18 | -1.1 | -3 |
| 32 | NC(=O)c1ccc(NC(=O)COC(=O)CC(NC(=O)c2ccccc2Cl)c2ccccc2)cc1 (stereo not drawn) | -1 | -5 | 0.015 | -12 | 4 | 13 | -18 | 1.1 | 5 |
| 33 | CCc1sc(C(=O)NCc2cc(C)n(C)n2)cc1Br | . | 1 | 1 | -14 | 9 | 7 | 27 | -1.1 | -5 |
| 34 | C=Cc1ccc2c(c1)N(C)C(=C)S2 | -2 | 2 | 0.33 | -27 | -7 | . | -2 | -0.7 | -5 |
| 35 | CCCC(=O)NC(Nc1c(C)n(C)n(-c2ccccc2)c1=O)C(Cl)(Cl)Cl (stereo not drawn) | 2 | -21 | 0.045 | -14 | -1 | 4 | -6 | 0.4 | -3 |
| 36 | O=C(O)c1cc(-c2ccc(/C=N/Nc3ccc([N+](=O)[O-])cn3)o2)ccc1Cl | -3 | -55 | 0.28 | -10 | -5 | 12 | 5 | 0.0 | 5 |
| 37 | CCOC(=O)C(=NC(C)(C)C)NNc1cc(Cl)ccc1Cl | 17 | -1 | 1.4 | -14 | 0 | 13 | -9 | 1.6 | 8 |
| 38 | Cc1ccc2c(c1)CCCN2C(=O)c1ccc2c(c1)OCO2 | -7 | 50* | 0.77 | -19[20 µM] | 7 | 6 | -15 | 1.7 | 7 |
| 39 | C/C(=N/OC(=O)c1cccc(Cl)c1)c1nccs1 | -5 | -7 | . | -2[20 µM] | -1 | 10 | 4 | 1.6 | 2 |
| 40 | O=C(Nc1ccncc1)C1CCCN(S(=O)(=O)c2cccc3cccnc23)C1 (stereo not drawn) | -6 | 12 | 0.62 | -14 | 3 | 16 | -5 | -1.1 | 4 |

Grouped by structure, the entries above containing fluorine
| nr | structure | Rad51 HR inh | Calpain2 inh | Cl transport mod | Furin inh | Thrombin inh | FXIIa inh 1536 | KLK5 inh | PERK inh | FXIa inh 1536 |
| --- | --- | --- | --- | --- | --- | --- | --- | --- | --- | --- |
| 5 | CCc1nc(SCC(=O)NCc2ccc(F)cc2)c2c(=O)n(C)c(=O)n(C)c2n1 | . | -30 | . | -35 | -3 | 6 | -5 | -0.3 | -2 |
| 8 | Cc1ccccc1C(=O)NC1CCN(Cc2nnnn2Cc2ccc(F)cc2)CC1 | 4 | -5 | -0.19 | -22 | -18 | 7 | -12 | 0.1 | -7 |
| 9 | CCOC(=O)CSc1nc2cc(C(F)(F)F)cnc2n1C | 21 | -11 | 0.0054 | -29 | -2 | 4 | 2 | 2.0 | 9 |
| 23 | CC(Oc1ccc(F)cc1)C(=O)Nc1ccc2ccccc2c1 (stereo not drawn) | -1 | 10 | . | -10[20 µM] | -3 | 11 | -13 | -0.4 | 3 |
| 27 | CCCNC(=O)COC(=O)c1cccnc1Nc1ccccc1F | 16 | 27 | 1.5 | -2 | -2 | 9 | -13 | 0.6 | 2 |
| 28 | O=C(c1c[nH]c(C(=O)N2CCN(c3ccccc3F)CC2)c1)c1cccc(Cl)c1Cl | 0 | -31 | 0.19 | -15 | 2 | 4 | -9 | 0.6 | -4 |

More records.
| nr | structure | Rad51 HR inh | Calpain2 inh | Cl transport mod | Furin inh | Thrombin inh | FXIIa inh 1536 | KLK5 inh | PERK inh | FXIa inh 1536 |
| --- | --- | --- | --- | --- | --- | --- | --- | --- | --- | --- |
| 41 | CCOc1ccc(OCC)c(NC(=O)CN2CCC(NC(=O)c3cccc(F)c3)CC2)c1 | -8 | -8 | -1.1 | -4 | -10 | -6 | 9 | -1.3 | -8 |
| 42 | CC1CCc2sc(C(=O)NN=C3CCC(c4ccccc4)CC3)cc2C1 (stereo not drawn) | 2 | -5 | 0.15 | -10 | -4 | 18 | -17 | 1.4 | 8 |
| 43 | CCOc1cc(CNCCCN2CCOCC2)cc(Br)c1OCC(=O)Nc1cccc(C(F)(F)F)c1 | 0 | -2 | . | -24[20 µM] | 0 | 15 | -4 | -0.8 | -3 |
| 44 | COc1cccc(CN(C)CC(=O)Nc2ccccc2N2CCOCC2)c1OC | -11 | 27 | -0.18 | -6 | -3 | 3 | 1 | -1.4 | -5 |
| 45 | O=C(NC1CCC(c2ccccc2)CC1)c1cccnc1 (stereo not drawn) | 13 | -18 | . | -31 | -7 | 3 | 16 | 0.8 | -2 |
| 46 | O=C1C2C3C=CC(CC3)C2C(=O)N1c1ccc2c(c1)OCO2 (stereo not drawn) | -4 | -10 | 1.3 | -15[20 µM] | -3 | 2 | -5 | -0.4 | -3 |
| 47 | O=[N+]([O-])c1ccc(/C=N/NC(=S)Nc2ccccc2)o1 | -11 | -75 | 5.4* | -12 | -8 | 5 | -8 | 0.3 | -4 |
| 48 | COC(OC)c1ccnc(-c2ccc(OC(=O)c3ccc(F)cc3)cc2)n1 | -5 | 14 | 0.33 | -28 | -11 | 8 | 5 | 0.6 | -2 |
